Source: PubChem BioAssay (National Center for Advancing Translational Sciences (NCATS))
TDP1 cell noCPT: qHTS for Inhibitors of human tyrosyl-DNA phosphodiesterase 1 (TDP1): qHTS in cells in absence of CPT; DT40 Tdp1-/- hTDP1 cells, no CPT, ATP luminescence, 48 h; Potency, µM (titrated, usually from 46.2 µM), without a hit: at the highest dose activity change, negative = growth inhibition, usual class: inhibitors; actives 15% (n = 420,000); AID 686978, 2013; note: nearly all actives have a fitted effect of over 55% in size
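Stably hTDP1-transfected Tdp1-null chicken DT40 cells were treated with library compounds minus camptothecin and grown for at least 48 hr at 37 °C, after which cellular ATP was quantified by luminescence.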
DT40 TDP1 CPT: growth inhibition of DT40 Tdp1-/-;hTDP1 cells with camptothecin (screen for TDP1 inhibitors); chicken DT40 Tdp1-/-;hTDP1 cells + 20 nM CPT, ATP luminescence, 48 h; Potency, µM (doses to about 46.2 µM), for the others: top-dose activity change, negative = growth inhibition, most hits filed as inhibitors; actives 12% (n = 420,000); AID 686979; note: nearly all actives have a fitted effect of over 55% in size
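Chicken DT40 Tdp1-/- cells complemented with human TDP1, 400 cells/well, exposed to compounds plus 20 nM camptothecin for at least 48 h at 37 C; viability read as ATP content by CellTiter-Glo luminescence.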
TDP1 inh: inhibitors of human tyrosyl-DNA phosphodiesterase TDP1 | recombinant TDP1, AlphaScreen DNA substrate cleavage | Potency, µM (series often up to 130 µM), for the others: at the highest dose activity change, negative = inhibition, most hits filed as inhibitors | actives 0.28% (n = 350,000) | AID 485290; note: nearly all actives have a fitted effect of over 40% in size
Target sequence (Q9NUW8 whole entry, looked up): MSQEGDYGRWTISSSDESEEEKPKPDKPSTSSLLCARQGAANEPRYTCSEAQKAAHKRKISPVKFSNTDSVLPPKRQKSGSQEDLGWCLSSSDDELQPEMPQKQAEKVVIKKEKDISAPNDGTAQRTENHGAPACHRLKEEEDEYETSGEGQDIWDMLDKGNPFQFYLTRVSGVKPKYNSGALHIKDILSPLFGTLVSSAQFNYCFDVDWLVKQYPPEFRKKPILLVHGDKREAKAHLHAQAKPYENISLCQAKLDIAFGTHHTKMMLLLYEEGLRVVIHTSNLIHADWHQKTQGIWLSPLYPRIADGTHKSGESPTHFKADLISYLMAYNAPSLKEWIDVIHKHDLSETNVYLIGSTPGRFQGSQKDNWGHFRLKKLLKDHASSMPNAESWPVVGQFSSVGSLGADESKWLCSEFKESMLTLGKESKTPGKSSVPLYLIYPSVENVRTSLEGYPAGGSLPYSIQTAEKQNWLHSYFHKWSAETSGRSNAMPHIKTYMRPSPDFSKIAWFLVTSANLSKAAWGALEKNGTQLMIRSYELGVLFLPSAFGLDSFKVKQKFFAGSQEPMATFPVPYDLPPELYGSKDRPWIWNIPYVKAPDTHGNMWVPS
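Signal: AlphaScreen proximity between streptavidin donor and anti-FITC acceptor beads on intact substrate. Reaction: Tdp1 1 nM, substrate 15 nM final, 5 min RT after 15 min compound preincubation.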
* marks the source's active call; other numbers are inactive results; ? = inconclusive; . = no result given; & = joins results of further samples; [ ] = remark or other dose. Calls come from the whole dose curve; as a rule, active = well fitted curve in the direction sought with a large enough effect; inconclusive = small, poorly fitted or top-dose-only effect, or another doubt; inactive = no such curve, though single readings can be large; an effect the other way counts as inactive or inconclusive. % is set by controls: 0 for no effect and ±100 for the full control effect; potency is the fitted concentration of half-maximal effect.

SMILES | TDP1 cell noCPT | DT40 TDP1 CPT | TDP1 inh
O=C(CCCCn1c(=O)[nH]c2ccccc2c1=O)N1CCN(c2cccc(C(F)(F)F)c2)CC1 | ? | 16µM* | 4%
CCN(CC(=O)Nc1c(F)cccc1F)C(=O)CSCc1c(C)noc1C | -2% | -7% | .
CCOC(=O)N1CCc2c(sc(NC(=O)CCS(=O)(=O)c3ccccc3)c2C(N)=O)C1 | ? | ? | 4%
O=C(c1ccccc1)N1CCN(Cc2ccc3c(c2)OCO3)CC1 | -9% | -19% | .
COc1ccc(S(=O)(=O)N2CCN(Cc3ccccc3OC)CC2)cc1 | ? | -25% | .
O=C(Cn1cc(S(=O)(=O)N2CCCC2)c(S(=O)(=O)N2CCCC2)c1)Nc1ccccc1 | -28% | 2% | 5%
CCc1ccc(CNC(=O)C(=O)NCC2CCCO2)cc1 (stereo not given) | 7% | -3% | -5%
COc1ccccc1OCCNC(=O)c1cc([N+](=O)[O-])cc([N+](=O)[O-])c1 | 0% | 2% | 1%
Cc1nn(CCC(=O)NCc2ccc(Cl)cc2)c(=O)c2nn(-c3ccccc3)c(C)c12 | ? | ? | 0%
Cc1nc2sc3c(c2c(=O)[nH]1)CCC3 | 12% | ? | 5%
Cc1cccc(N2C(=O)CC(N3CCN(c4ccccc4)CC3)C2=O)c1 (stereo not given) | -9% | -24% | 7%
Cc1ccccc1NC(=O)Oc1cccc(OC(=O)c2ccccc2)c1 | 0% | -17% | .
Cn1c2ccccc2c2ncn(CCCN3CCOCC3)c(=O)c21 | -15% | -3% | 4%
CCSC1=NC(=O)/C(=C2/C=Cc3ccccc3N2CC)S1 | ? | ? | 17%
O=C(NCc1ccc(Cl)cc1Cl)C1CC(=O)N(Cc2ccccc2)C1 (stereo not given) | 4% | ? | -2%
CC(C)c1ccc(NC(=O)C(c2ccc3c(c2)OCO3)N2CCN(C(=O)c3ccco3)CC2)cc1 (stereo not given) | ? | ? | 9%
COc1ccc(N2Nc3n[nH]c(N)c3N2)cc1 | -29% | -14% | 23%[56.1 µM]
O=c1cc(-c2ccncc2)oc2c1ccc1ccccc12 | 23µM* | ? | .
NCCCC[C@H]1NC(=O)[C@H](CCC(=O)O)NC(=O)c2cc([N+](=O)[O-])cc(I)c2OCC[C@@H](C(N)=O)NC1=O | -5% | -4% | 3%
CCOC(=O)O[C@]1(C(=O)COC(=O)CC)CC[C@H]2[C@@H]3CCC4=CC(=O)C=C[C@]4(C)[C@H]3[C@@H](O)C[C@@]21C | ? | ? | .
COC(=O)c1cc(C(=O)c2cc(Cl)ccc2O)coc1=N | -7% | ? | -1%
CC1(C)Cc2c(C#N)c(NCCc3ccccc3)nc(-c3ccco3)c2CO1 | ? | ? | .
Cc1cc(C)c(C#N)c(SCc2ccc(C#N)cc2)n1 | -26% | -24% | 0%
CN1OC[C@@H]2CN(S(=O)(=O)c3ccccc3)[C@H](c3cccc(Br)c3)C[C@@H]21 | -20% | -20% | .
O=C(O)CS(=O)(=O)c1ccc(C(F)(F)F)cn1 | 1% | 4% | 0%
COc1ccc(CCN2C(=O)c3ccncc3C2=O)cc1OC | ? | ? | -7%
CC(NC(=O)C1CCN(S(=O)(=O)c2ccccc2)CC1)c1ccccc1 (stereo not given) | 4%&-23% | 3%&7% | 0%&3%
O=C(Nc1cc(Cl)ccc1Cl)C1(c2cccs2)CCOCC1 | 21µM* | 16µM* | 3%
COc1ccc(Nc2ccc(C(=O)O)cc2[N+](=O)[O-])cc1 | 1% | 1% | 3%
O=C(CNC(=O)c1ccc(Cl)c([N+](=O)[O-])c1)OC1CCCCC1=O (stereo not given) | 5% | 5% | .
COc1ccc(C(=O)N(C)C2CCCN(Cc3ccccc3F)C2)cc1OC (stereo not given) | -13% | 10% | .
O=c1c2c(n3nnnc3n1-c1ccccc1)-c1ccccc1CC21CCCC1 | ? | 2.3µM* | 0%
O=C1CC(=C(c2ccccc2)c2ccccc2)C(=O)N1CCN1CCN(c2cccc(Cl)c2)CC1 | ? | ? | 3%
CCC(C)(C)NC(=O)C(c1ccccc1Cl)N(C(=O)CCC(=O)Nc1cc(C)on1)C(C)(C)C (stereo not given) | ? | -18% | 10%
Cc1onc(-c2ccccc2)c1C(=O)N/N=C/c1ccc(Br)cc1 | -8% | ? | 0%
Cn1c(=O)oc2cc(C(=O)c3ccccc3)ccc21 | -15% | 5% | 1%
O=C(CCCl)N(Cc1nc2ccccc2c(=O)[nH]1)Cc1cccs1 | 5% | -20% | 5%
O=C(CSc1nc2c(c(=O)[nH]1)CN(Cc1ccc(F)cc1)CC2)Nc1ccccc1Cl | 1% | 0% | 6%
CCCCC(=O)OCC(=O)Nc1cccc(S(=O)(=O)NC2=NCCCCC2)c1 | -6% | 2% | -2%
CCOC(=O)c1c(C)[nH]c(C(=O)/C(C#N)=C/c2ccc(OCC)cc2)c1C | -28% | -9% | 5%

Next section, overlapping the part above by 3 compounds.
SMILES | TDP1 cell noCPT | DT40 TDP1 CPT | TDP1 inh
O=C(CSc1nc2c(c(=O)[nH]1)CN(Cc1ccc(F)cc1)CC2)Nc1ccccc1Cl | 1% | 0% | 6%
CCCCC(=O)OCC(=O)Nc1cccc(S(=O)(=O)NC2=NCCCCC2)c1 | -6% | 2% | -2%
CCOC(=O)c1c(C)[nH]c(C(=O)/C(C#N)=C/c2ccc(OCC)cc2)c1C | -28% | -9% | 5%
CC(C)N(Cc1nc(-c2ccc(Cl)cc2)no1)C(=O)c1ccc(C(C)(C)C)cc1 | ? | -27% | 2%
CCOc1ccc(C2C(C(=O)Nc3ccc(OC)cc3)=C(C)Nc3nc(SCc4ccc(Cl)cc4)nn32)cc1 (stereo not given) | -23% | -1% | -3%
O=C(O)c1cccc(NC(=O)C2CCCO2)c1 (stereo not given) | 1% | -17% | 1%
CN=C1c2cc3c(Br)c(OC)ccc3n2CCN1C | ? | -12% | 4%
Cc1cc(C)n2c(Nc3c(C)cccc3C)c(CC(C)C)nc2n1 | 23µM* | ? | .
Cc1ccc2c(c1)N(CC(=O)OC(CC(C)C)C(=O)NC1CCCC1)C(=O)CO2 (stereo not given) | ? | ? | 3%
OC(c1ccc(Cl)cc1)c1ncc(-c2cccc(C(F)(F)F)c2)[nH]1 (stereo not given) | 21µM* | ? | .
COc1ccc(C2=NN(C(=O)CCCC(=O)O)C(c3cn(-c4ccccc4)nc3-c3ccccc3)C2)cc1 (stereo not given) | ? | -6% | .
O=C(O)c1cc(NC(=O)c2ccco2)cc(NC(=O)c2ccco2)c1 | -11% | -6% | -8%
OCCN1CCN(C2CCC(c3ccc(F)cc3)c3ccc(F)cc32)CC1 (stereo not given) | 8.2µM* | ? | .
C=C(C)COc1ccc(-c2nc(N)ncc2Oc2ccc(OC)cc2)c(O)c1 | 29µM* | ? | 5%
COc1ccc(NC(=O)N2CCCC2C(=O)NCc2ccc(C)cc2)cc1 (stereo not given) | 3% | -17% | 1%
O=C1CCCC/C=C\C[C@H](CC(=O)N(CCO)Cc2ccccc2)C(=O)N2CCC[C@@H]2CO1 | ? | 16µM* | 0%
Cc1ccc([C@H]2C(C(=O)O)=C[C@@H](CC3CCCC3)N2S(=O)(=O)c2ccc(C)cc2)cc1 | -19% | 5% | 2%
Cc1ccc2[nH]c3c(=O)[nH]ncc3c2c1 | -6% | -2% | .
O=C(CSc1ccc(-c2ccco2)nn1)c1cccc([N+](=O)[O-])c1 | -22% | -21% | -2%
O=C(c1ccc2c(c1)OCCO2)C1CCN(S(=O)(=O)c2ccccc2F)CC1 | ? | -30% | -2%
O=C(COc1ccc(S(=O)(=O)N2CCOCC2)cc1Cl)NCCCn1ccnc1 | -11% | 2% | .
CN1CCCN(S(=O)(=O)c2cccc(C#N)c2)CC1 | -2% | 9% | .
COc1ccc(-c2nnc(NC(=O)c3cccs3)s2)c(OC)c1 | 29µM* | 16µM* | -5%
Cn1c(SCC(=O)Nc2ccc3c(c2)OCCO3)nnc1-c1ccccn1 | -1% | -7% | 2%
CCCOc1ccccc1C1CC(=O)NC2=C1C(=O)CCC2 (stereo not given) | 4.1µM* | 4.1µM* | 2%
O=c1c(=O)n(Cc2ccc(Cl)cc2)ccn1Cc1ccc(F)cc1 | -17% | -15% | 3%
COc1ccc(S(=O)(=O)N2CCN(C(=O)c3ccc([N+](=O)[O-])o3)CC2)cc1 | 21µM* | 10µM* | 45µM*
COc1ccc(NC(=O)c2cc(-c3cc(F)ccc3OC)n[nH]2)c(C)c1 | ? | ? | .
COc1ccc(OC)c(C(=O)c2nc3c(n2O)CCCCC3)c1 | -3% | -30% | 7%
COC(=O)c1cccc(CN2C(=O)SC(Nc3ccc(C)cc3)C2=O)c1 (stereo not given) | ? | -1%&-18% | 0%&3%
Cc1c(C(=O)NCc2ccccn2)sc2nc(-c3ccccc3)cn12 | ? | ? | -2%
CCOc1ccc(-n2cnnn2)cc1S(=O)(=O)Nc1c(C)cccc1C | -6% | -11% | 7%
COC(=O)CSc1nnc(NC(=O)CCc2ccccc2)s1 | -28% | ? | 3%
CCCCOC(=O)c1cccnc1 | -20% | 2% | 3%
CC1CCCCC1NC(=O)c1ccc(CSc2nc3ccncc3[nH]2)cc1 (stereo not given) | ? | -3% | 3%
O=C(NCCCN1CCCC1)Nc1cccc2ccccc12 | -21% | -9% | 4%
CC1(C)C(=O)OC(c2cccn2-c2ccc([N+](=O)[O-])cc2)C(C)(C)C1=O (stereo not given) | 23µM* | 15µM* | 1%
Cc1cccc2nc(COc3ccc4ccccc4c3Br)cn12 | 23µM* | ? | 6%
COc1ccc(COC(=O)c2ccc(Cl)c(S(=O)(=O)N3CC(C)OC(C)C3)c2)cc1 (stereo not given) | ? | ? | .
Cc1ccc(C(=O)Nc2sc(C)c(C)c2C(=O)c2ccccc2)cc1 | ? | 16µM* | 5%
Nc1ccc2c3c(cccc13)CC2 | -27% | -10% | 0%
Cc1ccccc1C(=O)N1c2ccccc2OCC1C(C)(C)C (stereo not given) | 21µM* | ? | .
CCn1c(SCc2nc3ccccc3[nH]2)nnc1-c1cnccn1 | -17% | 2% | 7%

7 entries picked at random from the list so far, as already listed:
SMILES | TDP1 cell noCPT | DT40 TDP1 CPT | TDP1 inh
COc1ccc(S(=O)(=O)N2CCN(C(=O)c3ccc([N+](=O)[O-])o3)CC2)cc1 | 21µM* | 10µM* | 45µM*
COc1ccc(C(=O)N(C)C2CCCN(Cc3ccccc3F)C2)cc1OC (stereo not given) | -13% | 10% | .
CCOC(=O)c1c(C)[nH]c(C(=O)/C(C#N)=C/c2ccc(OCC)cc2)c1C | -28% | -9% | 5%
OCCN1CCN(C2CCC(c3ccc(F)cc3)c3ccc(F)cc32)CC1 (stereo not given) | 8.2µM* | ? | .
CN=C1c2cc3c(Br)c(OC)ccc3n2CCN1C | ? | -12% | 4%
CCOc1ccc(C2C(C(=O)Nc3ccc(OC)cc3)=C(C)Nc3nc(SCc4ccc(Cl)cc4)nn32)cc1 (stereo not given) | -23% | -1% | -3%
Cc1cc(C)n2c(Nc3c(C)cccc3C)c(CC(C)C)nc2n1 | 23µM* | ? | .

Copied from the listing for reference:
SMILES | TDP1 cell noCPT | DT40 TDP1 CPT | TDP1 inh
Cn1c(SCC(=O)Nc2ccc3c(c2)OCCO3)nnc1-c1ccccn1 | -1% | -7% | 2%
CCCOc1ccccc1C1CC(=O)NC2=C1C(=O)CCC2 (stereo not given) | 4.1µM* | 4.1µM* | 2%

The results go on.
SMILES | TDP1 cell noCPT | DT40 TDP1 CPT | TDP1 inh
Cc1ccc(CNC(=O)c2ccc3c(=O)n(CC4CCCO4)c(=S)[nH]c3c2)cc1 (stereo not given) | ? | ? | 4%
O=c1cc(CCl)nc2sc3ccccc3n12 | ? | ? | 50µM*
CC(C)(C)c1ccc(OCCCn2ccnc2)cc1 | ? | -3% | 3%
CCOc1ccc(NS(=O)(=O)c2ccc(NC(C)=O)c(OC)c2)cc1 | -1% | 5% | 3%
CC(=O)c1ccc(-n2c(=O)[nH]c(=O)c3c(N)c(C(=O)c4ccc(Cl)cc4)sc32)cc1 | 3.7µM* | ? | .
CC(C)C[C@H](NC(=O)N1CCn2c1nc1ccccc12)C(=O)NCCc1ccccc1 | ? | ? | 0%
O=S(=O)(NCC(O)COCc1ccco1)c1cccs1 (stereo not given) | -17% | 4% | -11%
Cc1cc(=O)[nH]c(SCC(=O)N2CCN(C(c3ccccc3)c3ccccc3)CC2)n1 | ? | 18µM* | 8%
O=C(CCc1ccncc1)NC1CCCc2c1cnn2-c1ccc(F)cc1F (stereo not given) | ? | ? | 4%
COc1cccc(/C(O)=C2/C(=O)C(=O)N(CCN(C)C)C2c2ccc(Br)cc2)c1 (stereo not given) | -10% | -28% | -2%
COc1ccc(OC)c(S(=O)(=O)Nc2ccccc2SC)c1 | ? | -11% | 2%[56.1 µM]
CC(=O)O[C@@H]1[C@@]2(C)O[C@H]2CC[C@]23O[C@H]2[C@H](OC3=O)C2=C(C)C(=O)O[C@@]21O | ? | -16% | 3%

Random draw from the library; about 18% have a hit in one of these screens.
